# PGC1a acetyl inh – PGC1a acetylation modulation, inhibitor mode. U2OS PGC1a acetylation, AlphaScreen anti-acetyl-lysine; with virally co-expressed GCN5 acetyltransferase. actives 0.17% (n = 350,000). inhibition, % at 15.6 µM;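 active means every replicate shows inhibition of at least 40%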;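 further: 0% = neutral control wells and 100% = positive control wells; some results beyond the cut were filed as inactive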
# C2C12 statin – suppressors of simvastatin-induced myotoxicity in C2C12 myotubes | actives 0.78% (n = 330,000) | ATP luminescence, 48 h; scaled: DMSO 0, geranylgeraniol control 100 | AID 602340 | rescue of ATP level, % at 7.49 µM;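 active means mean ATP rescue above about 67%, or every replicate alone reaching that limit, limit read from the data, passing the limit was not always enough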;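 further: myotubes were challenged with 10 µM simvastatin during compound exposure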
# Cneo AK release – causes C. neoformans cell lysis | adenylate kinase release luminescence, 4 h; normalised: neutral wells 0, clomiphene wells 100 | lysis activity, % at 15 µM | actives 0.2% (n = 360,000) | AID 651654;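 active means mean lysis activity across replicates of at least 80%, whatever share of replicates individually reach that level; inactive means mean lysis activity below 80%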
#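 Assay system: C. neoformans cells. Amount: yeast cell density of 5 × 10^6 cells/mL. Technique: AK luminescence. Buffer or medium: YPD. Times: static 4 h at 37 °C with compound, 1 h detection. Dosing: single-point compound dose. Read-out: lysis from increased AK signal.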
# LGR2 inh – blocks bursicon-induced cAMP signaling via Drosophila LGR2 | HEK293 LGR2, CRE-luciferase, bursicon-stimulated, 4 h | inhibition, % at 9.99 µM | actives 0.35% (n = 380,000);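 active means drop in luminescence signal, shown as inhibition above about 50% in the replicate tests, limit read from the data, passing the limit was not always enough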;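 further: agonist challenge used bursicon conditioned medium at about half maximal strength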
# ARNT TACC3 PPI – disrupts binding between human ARNT and TACC3; Q9Y6A5; AlphaScreen His-ARNT PAS-B/GST-TACC3 binding, luminescence; TACC3 fragment carries E629A point mutation; inhibition, % at 9.99 µM; actives 0.66% (n = 390,000); AID 623870;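 active means mean inhibition of replicates at least 50% and at least half of replicates each reaching 50%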;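 further: 0% = complete ARNT plus TACC3 wells and 100% = ARNT alone without TACC3; many hits fall short of the cut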
# PAX8 reporter – inhibitors of PAX8 transcriptional activity in RMG-I cells; RMG-I TPO-luciferase reporter, SteadyGlo, 24 h; inhibition, % at 12.6 µM; actives 1.2% (n = 360,000); AID 652154;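 active means mean replicate inhibition at least 60% with every replicate also reaching 60%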;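 further: luciferase light reporting Pax8 driven TPO promoter activity; plate controls were median of neutral control wells for no effect and mitoxantrone controls for full effect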
# GSIS activator – GLuc luminescence reporter in INS-1E cells, primary screen for activators of glucose-dependent secretion of insulin. actives 0.61% (n = 370,000). INS-1E GLuc reporter insulin secretion, 2-3 h. activation, % at 16.6 µM. AID 743287;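 active means lowest replicate activation of at least 40%, so every replicate reaches that level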;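 further: 0% = median of neutral control wells and 100% = median of IBMX positive control wells; some compounds called inactive have numbers as strong as hits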
# PglD inh – blocks C. jejuni PglD acetyltransferase activity; purified PglD enzyme, DTNB colorimetric CoA detection; inhibition, % at 12.5 µM; actives 0.098% (n = 360,000); AID 602405; in the data active means inhibition above about 16%, passing the limit was not always enough; further: strong numbers were not always called active
# Numbers without * were called inactive; · = not tested or not shown.
item	compound	PGC1a acetyl inh	C2C12 statin	Cneo AK release	LGR2 inh
1	CC(C)CNCC1OCc2ccccc2CO1	-10	1	0	2
2	CCOC(=O)C1C(c2ccc(C(=O)O)cc2)NC(=O)NC1(O)C(F)(F)F (stereo unspecified)	-9	6	0	-8
3	C[C@H]1CN([C@@H](C)CO)C(=O)c2cc(NC(=O)CCCN(C)C)ccc2O[C@H]1CN(C)S(=O)(=O)c1ccc(F)cc1	3	-4	-1	-1
4	COc1ccc(NC(=O)CSc2nnc(-c3cccnc3)n2Cc2ccco2)c(OC)c1	16	1	-1	·
5	O=C(CN1C(=O)NC2(CCCCCC2)C1=O)Nc1ccccc1[N+](=O)[O-]	·	-9	·	-7
6	COc1ccc(CCC(=O)Nc2cccc(S(=O)(=O)N(C)C)c2)cc1OC	·	0	2	2
7	CC(C)NC(=O)Nc1ccc2c(c1)C(=O)N([C@H](C)CO)C[C@@H](C)[C@H](CN(C)C(=O)Nc1ccc(C(F)(F)F)cc1)OCCCC[C@H](C)O2	-2	·	-3	5
8	O=C(CCN1CCCCC1)NNC(=S)NC(=O)c1ccc(Br)cc1	·	·	·	20

item	ARNT TACC3 PPI	PAX8 reporter	GSIS activator	PglD inh
1	-2	-3	2	1
2	·	-5	47	-1
3	-4	-3	21	0
4	7	·	·	5
5	-4	-3	11	·
6	-5	-2	7	2
7	-8	-8	9	-4
8	35	13	12	·

item	compound	PGC1a acetyl inh	C2C12 statin	Cneo AK release	LGR2 inh
9	CC(=O)OCC=C1CCC2C3CCC4=CC(=O)CCC4(C)C3C(O)CC12C (stereo unspecified)	-10	-2	7	·
10	CC(=O)OC(C)(C)C#CCN1CCCC1	4	-28	-1	·
11	C[C@@H]1CN([C@@H](C)CO)C(=O)c2cc(NC(=O)C3CCCCC3)ccc2O[C@H]1CN(C)CC1CCCCC1	-17	4	-2	5
12	CCC(=O)Nc1ccc2c(c1)C(=O)N(C)[C@@H]1CC[C@@H](CC(=O)NCCc3ccccc3)O[C@@H]1CO2	5	2	-1	-1
13	C[C@H](CO)N1C[C@H](C)[C@H](CN(C)CC2CC2)Oc2ccc(NC(=O)Cn3cnnn3)cc2C1=O	6	-10	-15	0
14	Cc1cc(N2C(=O)C3C4CC(C(Br)C4Br)C3C2=O)no1 (stereo unspecified)	-5	·	7	8
15	CO[C@@H](CN(C)C(=O)c1cnccn1)[C@H](C)CN([C@@H](C)CO)S(=O)(=O)c1ccccc1	7	5	3	-14
16	CCOc1ccccc1C1C(C(=O)Nc2ccc(OC)cc2)=C(C)Nc2nc(CCCO)nn21 (stereo unspecified)	·	0	3	6

item	ARNT TACC3 PPI	PAX8 reporter	GSIS activator	PglD inh
9	-10	3	·	4
10	31	·	·	-3
11	1	·	7	3
12	2	1	-5	5
13	-7	-28	9	6
14	5	48	2	1
15	-9	·	2	-4
16	5	10	1	13

item	compound	PGC1a acetyl inh	C2C12 statin	Cneo AK release	LGR2 inh
17	O=C(Nc1ccccc1F)N[C@@H]1CC[C@H](CCNS(=O)(=O)c2ccc(Cl)cc2)O[C@@H]1CO	-7	6	-2	-11
18	CCNC(=O)C[C@H]1CC[C@@H]2[C@@H](COc3ccc(NC(=O)Nc4cccc(Cl)c4)cc3C(=O)N2C)O1	-7	-26	2	0
19	COc1cccc(OCC(=O)N(C)Cc2nc(-c3ccccc3)no2)c1	0	5	-2	12
20	CCN(CC)S(=O)(=O)c1ccc(C(=O)NCc2cccs2)cc1	-3	-33	0	·
21	C[C@@H]1CCCCO[C@H](CN(C)C(=O)CCC(F)(F)F)[C@H](C)CN([C@@H](C)CO)C(=O)c2cc(NS(=O)(=O)c3cccs3)ccc2O1	10	·	-1	-22
22	CN1CCN(C(CNC(=O)C(=O)Nc2ccc3c(c2)OCO3)c2ccc(F)cc2)CC1 (stereo unspecified)	6	-19	-1	-6
23	COc1ccc(Cl)cc1N(CC(=O)NCC(C)C)S(=O)(=O)c1ccc(C)c([N+](=O)[O-])c1	8	-18	1	-18
24	COC(=O)c1cc2c(ccn2-c2ccc(F)cc2)n1C(C)C	0	-39	-11	·

item	ARNT TACC3 PPI	PAX8 reporter	GSIS activator	PglD inh
17	4	8	-11	4
18	-1	-1	-18	1
19	7	22	-3	-3
20	-14	·	·	6
21	-1	-15	-9	1
22	-29	-16	1	-5
23	-1	6	-3	0
24	-3	-55	·	-5

item	compound	PGC1a acetyl inh	C2C12 statin	Cneo AK release	LGR2 inh
25	O=C(Cc1ccccc1[N+](=O)[O-])NCCC1=CCCCC1	·	·	·	-22
26	Cc1[nH]c2ccccc2c1N=Nc1ccccc1C(=O)O	·	·	4	9
27	CC1Cc2cc(C(=O)O)ccc2O1 (stereo unspecified)	2	-1	-1	·
28	N#CC1=C(N)C(C#N)(C#N)[C@H](c2cccnc2)[C@H]2CN(C(=O)OCc3ccccc3)CC=C12	15	-7	1	9
29	CO[C@H]1CC[C@@H]2CCN(C)C(=O)C[C@@H](c3ccccc3)CN(C)C(=O)c3cc(C#N)ccc3OC[C@H]1O2	·	8	3	7
30	C[C@H](CO)N1C[C@H](C)[C@@H](CN(C)Cc2ccc(C(=O)O)cc2)Oc2c(NC(=O)Cc3ccccc3)cccc2C1=O	13	-2	3	5
31	Clc1ccccc1SCc1nc2ccccc2[nH]1	-6	91*	-1	-69
32	C[C@H]1CN([C@@H](C)CO)C(=O)Cc2cc(NC(=O)Nc3ccccc3)ccc2O[C@@H]1CN(C)Cc1ccc2c(c1)OCO2	5	-49	40	5

item	ARNT TACC3 PPI	PAX8 reporter	GSIS activator	PglD inh
25	-2	-21	13	·
26	25	30	-4	-6
27	1	·	·	0
28	26	13	-2	-1
29	-2	5	7	1
30	2	4	-3	-1
31	-9	·	14	3
32	2	-5	13	3

item	compound	PGC1a acetyl inh	C2C12 statin	Cneo AK release	LGR2 inh
33	N#Cc1ccc(-c2ccc([C@H]3[C@@H](CO)N4C(=O)CN(C(=O)C5CCC5)C[C@@H]34)cc2)cc1	-5	·	·	2
34	O=C(CCCOc1ccc(Cl)cc1Cl)Nc1cc(S(=O)(=O)N2CCOCC2)ccc1N1CCOCC1	·	-3	0	32
35	O=C(COc1ccc([N+](=O)[O-])cc1)NNC(=S)NC(=O)c1ccc(Br)cc1	-3	·	·	·
36	O=C(O)c1ccccc1Cc1nc2cc(Cl)ccc2c(=O)[nH]1	5	·	·	7
37	CC1(Cc2ccc3c(c2)OCO3)C(=O)Nc2ccc(-c3cccc(C(F)(F)F)c3)cc21 (stereo unspecified)	-7	12	-10	·
38	N#C[C@@H]1[C@@H](c2ccccc2-c2cccc(F)c2)[C@@H](CO)N1C(=O)NC1CCCCC1	7	·	·	9
39	C[C@H]1CN([C@@H](C)CO)C(=O)Cc2cc(NC(=O)C3CCCCC3)ccc2O[C@H]1CN(C)Cc1ccncc1	6	-16	-1	1
40	C/C(=N\Nc1cccc(C(=O)O)c1)c1ccc(Cl)s1	-19	2	1	-102

item	ARNT TACC3 PPI	PAX8 reporter	GSIS activator	PglD inh
33	·	8	-2	·
34	-3	18	-35	·
35	13	-24	5	·
36	1	-11	-2	·
37	·	8	·	3
38	·	6	-8	·
39	4	·	6	10
40	0	-96	-22	1

# Record cards (already shown). Order of values: PGC1a acetyl inh, C2C12 statin, Cneo AK release, LGR2 inh, ARNT TACC3 PPI, PAX8 reporter, GSIS activator, PglD inh
# N#C[C@@H]1[C@@H](c2ccccc2-c2cccc(F)c2)[C@@H](CO)N1C(=O)NC1CCCCC1 across the screens: 7, ·, ·, 9, ·, 6, -8, ·
# C/C(=N\Nc1cccc(C(=O)O)c1)c1ccc(Cl)s1 across the screens: -19, 2, 1, -102, 0, -96, -22, 1
# N#Cc1ccc(-c2ccc([C@H]3[C@@H](CO)N4C(=O)CN(C(=O)C5CCC5)C[C@@H]34)cc2)cc1 across the screens: -5, ·, ·, 2, ·, 8, -2, ·
# O=C(O)c1ccccc1Cc1nc2cc(Cl)ccc2c(=O)[nH]1 across the screens: 5, ·, ·, 7, 1, -11, -2, ·
# O=C(CCCOc1ccc(Cl)cc1Cl)Nc1cc(S(=O)(=O)N2CCOCC2)ccc1N1CCOCC1 across the screens: ·, -3, 0, 32, -3, 18, -35, ·

# The listing continues:
item	compound	PGC1a acetyl inh	C2C12 statin	Cneo AK release	LGR2 inh
41	N#C[C@H]1[C@H](c2ccc(-c3ccccc3F)cc2)[C@@H](CO)N1C(=O)C1CCC1	1	6	-2	-3
42	CCN1C(=O)/C(=C\N2CCCc3ccccc32)SC1=S	·	-3	1	·
43	CC(=O)NC(Nc1c(C)n(C)n(-c2ccccc2)c1=O)C(Cl)(Cl)Cl (stereo unspecified)	·	·	·	1
44	CC(C)c1ccc(C(=O)OC2CCOC2=O)cc1 (stereo unspecified)	·	0	-7	-7
45	COc1ccc(Br)cc1C(=O)Nc1cccc(NC(=O)c2ccco2)c1	10	-3	-4	·
46	CC(C)c1ccc(N(CC(=O)NCCCN2CCOCC2)S(=O)(=O)c2ccccc2)cc1	5	6	-1	8
47	COc1ccc(OC)c(S(=O)(=O)N2CCN(c3ccccc3OC)CC2)c1	-10	6	-6	5
48	C[C@@H]1CCCCO[C@@H](CN(C)C(=O)Cc2ccccc2)[C@@H](C)CN([C@H](C)CO)C(=O)c2cc(NC(=O)Nc3ccc4c(c3)OCO4)ccc2O1	7	·	4	20

item	ARNT TACC3 PPI	PAX8 reporter	GSIS activator	PglD inh
41	8	10	3	2
42	-2	·	·	1
43	-2	14	-7	·
44	6	-21	-2	4
45	11	-12	·	·
46	·	-5	-5	8
47	-12	7	14	-3
48	17	-18	14	0

item	compound	PGC1a acetyl inh	C2C12 statin	Cneo AK release	LGR2 inh
49	C[C@H](CO)N1C[C@H](C)[C@@H](CN(C)C(=O)Cc2ccccc2)OCCCC[C@H](C)Oc2ccc(NC(=O)Nc3ccccc3)cc2C1=O	0	·	-4	13
50	CO[C@@H]1CC[C@H]2CCOc3c(C#N)cccc3C(=O)N(C)[C@H](C)C(=O)N(C)C[C@@H]1O2	·	15	0	-4
51	O=C(C[C@@H]1C[C@H]2c3cc(NC(=O)CC4CC4)ccc3O[C@H]2[C@H](CO)O1)NCc1ccncc1	1	-5	-6	-3
52	OCCNc1nc(Nc2ccc(Cl)cc2)nc(N2CCCC2)n1	·	7	3	5
53	COc1cccc(OCC(O)CO)c1 (stereo unspecified)	-5	-4	-1	·
54	Cc1ccc(S(=O)(=O)Nc2ccc3c(c2)C(=O)N([C@H](C)CO)C[C@H](C)[C@@H](CN(C)C(=O)Nc2cccc4ccccc24)OCCCC[C@H](C)O3)cc1	-26	·	-2	-2
55	CCCN(C)C[C@@H]1OCCCC[C@@H](C)Oc2ccc(NS(=O)(=O)c3ccccc3)cc2C(=O)N([C@H](C)CO)C[C@@H]1C	11	-9	1	-6
56	C[C@H]1CN([C@@H](C)CO)C(=O)c2cc(NC(=O)Nc3ccccc3)ccc2O[C@@H]1CN(C)C(=O)Nc1ccccc1	·	-7	-5	10

item	ARNT TACC3 PPI	PAX8 reporter	GSIS activator	PglD inh
49	-5	4	-33	-4
50	3	7	-9	2
51	5	4	2	-2
52	-3	-2	29	-2
53	-10	·	·	-3
54	14	15	36	2
55	-13	-9	10	0
56	5	-5	-3	2

item	compound	PGC1a acetyl inh	C2C12 statin	Cneo AK release	LGR2 inh
57	CCOC(=O)C(=O)N(C)c1c(CC)nc2c(OCc3ccc(OC)cc3)cccn12	2	-1	0	-5
58	COc1ccc(OC)c(CN2CCN(c3ccc(S(=O)(=O)N4CCCC4)cn3)CC2)c1	-9	-1	-2	5
59	O=C(Cn1c(=O)[nH]c2ccsc2c1=O)NC1CCCCC1	11	2	2	·
60	CN(Cc1ccccc1)S(=O)(=O)c1ccc(NC(=S)NC(=O)C(C)(C)C)cc1	1	·	1	9

item	ARNT TACC3 PPI	PAX8 reporter	GSIS activator	PglD inh
57	·	-11	-2	-1
58	15	14	-2	2
59	-23	·	·	2
60	-6	33	-14	0

# Compound activity from PubChem BioAssay.
